Source: PubChem
Apoferritin bind = qHTS Assay for Identification of Novel General Anesthetics; Potency, µM (top dose mostly 77.5 µM), for inactives: at the top dose activity change, negative = displacement, most hits filed as inhibitors; 0.074% of 350,000 active; apoferritin/1-aminoanthracene competitive binding, fluorescence; further: potency means the concentration at half of the fitted maximal effect; on the % scale 0 is the no-effect control and ±100 the full control effect; nearly all actives have a fitted effect of over 20% in size
Target sequence (P02791 2-175 limits assumed): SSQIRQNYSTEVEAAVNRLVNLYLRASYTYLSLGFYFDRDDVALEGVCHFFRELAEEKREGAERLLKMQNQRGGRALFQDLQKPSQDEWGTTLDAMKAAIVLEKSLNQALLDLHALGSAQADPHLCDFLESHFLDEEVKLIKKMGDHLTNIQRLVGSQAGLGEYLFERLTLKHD
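Steps: apoferritin (10 uM) was premixed with half-saturated 1-AMA in PBS, compounds were pin-transferred, plates stood 10 min at room temperature, fluorescence was read at 380/535 nm, and curves were fitted with a Hill equation.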
POLB inh = qHTS Assay for Inhibitors of DNA Polymerase Beta. P06746. Pol beta primer extension/strand displacement, fluorescence kinetic. Potency, µM (doses to about 114 µM), for the others: top-dose activity change, negative = inhibition, most hits filed as inhibitors. 1.3% of 340,000 active; further: potency means the concentration at half of the fitted maximal effect; on the % scale 0 is the no-effect control and ±100 the full control effect
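Enzyme-only controls used 10 nM Pol beta; buffer lacking enzyme served as negative control. Compound preincubated 15 min, then 50 nM substrate added; 0 and 10 min reads at room temperature.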
PGK inhibitor = qHTS Assay to Find Inhibitors of Phosphoglycerate Kinase; PGK/GAPDH coupled, Kinase-Glo luminescence, 60 min; Potency, µM (titrated, usually from 57.5 µM), without a hit: top-dose activity change, negative = inhibition, hits mostly inhibitors; 0.043% of 380,000 active; AID 602233, 2012; further: potency means the concentration at half of the fitted maximal effect; on the % scale 0 is the no-effect control and ±100 the full control effect; nearly all actives have a fitted effect of over 60% in size
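Recombinant glycosomal PGK reaction used 1,3-bisphosphoglycerate generated in-well by GAPDH (100nM final) in 100mM TEA pH 7.6, 5mM MgCl2, 0.01% Tween-20. After 60 minutes at room temperature, ATP was read by Kinase-Glo Plus luminescence end-point.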
APEX1 inh = qHTS Assay for Inhibitors of the Human Apurinic/apyrimidinic Endonuclease 1 (APE1) | DNA repair nuclease/redox regulator APEX1 (Homo sapiens), P27695 | recombinant APE1, TAMRA/BHQ-2 abasic DNA cleavage fluorescence | Potency, µM (highest dose often 65.8 µM), inactives show at the highest dose activity change, negative = inhibition, actives largely listed as inhibitors | 0.35% of 350,000 active | AID 2517, 2012;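 further: potency means the concentration at half of the fitted maximal effect; plate controls were vehicle for no effect and reference inhibitor for full effect; nearly all actives have a fitted effect of over 55% in size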
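Readout is kinetic fluorescence (ex 525, em 598 nm) from cleavage of 50 nM TAMRA/BHQ-2 THF abasic duplex by 0.75 nM APE1, compound added 15 min beforehand at RT.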
BLM inh = qHTS Assay for Inhibitors of Bloom's syndrome helicase (BLM); recombinant BLM DNA unwinding, fluorescence dequenching; Potency, µM (series often up to 56.1 µM), for inactives: at the top dose activity change, negative = inhibition, hits mostly inhibitors; 0.2% of 350,000 active; AID 2528, 2010;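 further: potency means the concentration at half of the fitted maximal effect; plate controls were vehicle for no effect and no enzyme for full effect; nearly all actives have a fitted effect of over 35% in size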
Pol kappa inh = qHTS for Inhibitors of Polymerase Kappa. DNA polymerase kappa (Homo sapiens), Q9UBT6. purified Pol kappa, fluorescent DNA synthesis assay, 10 min. Potency, µM (titrated, usually from 107 µM), without a hit: top-dose activity, negative = inhibition, hits mostly inhibitors. 0.53% of 400,000 active; further: potency means the concentration at half of the fitted maximal effect; on the % scale 0 is the no-effect control and ±100 the full control effect
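Activity was followed as the change in fluorescence between reads at 0 and 10 min after starting the reaction with 50 nM substrate. Beforehand, 10 nM polymerase had been preincubated with compound for 15 min at room temperature.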
POLH inh = qHTS for Inhibitors of Polymerase Eta | DNA polymerase eta (Homo sapiens), Q9Y253 | recombinant Pol eta, fluorescent DNA replication assay | 1.2% of 390,000 active | Potency, µM (titrated, usually from 114 µM), inactives show top-dose activity change, negative = inhibition, actives largely listed as inhibitors; further: potency means the concentration at half of the fitted maximal effect; on the % scale 0 is the no-effect control and ±100 the full control effect
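Pol eta at 10 nM preincubated with compounds 15 min at room temperature; reaction started with fluorescent substrate (50 nM final) and read kinetically at 0 and 10 min.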
RXFP1 antagonist = qHTS Assay for Antagonists of the Relaxin Receptor RXFP1. Relaxin receptor 1 (Homo sapiens), Q9HBX9. HEK293-RXFP1, relaxin-stimulated cAMP HTRF, 30 min; stronger effect = lower value. activity change, negative = inhibition, % at 57.5 µM. 0.59% of 350,000 active;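 active means activity change of -60% or lower, but not beyond a set lower limit; inconclusive means change between -60% and -40%, or beyond the set limit; inactive means change above -40%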; further: on the % scale 0 is the no-effect control and ±100 the full control effect
Target sequence (Q9HBX9 whole entry, looked up): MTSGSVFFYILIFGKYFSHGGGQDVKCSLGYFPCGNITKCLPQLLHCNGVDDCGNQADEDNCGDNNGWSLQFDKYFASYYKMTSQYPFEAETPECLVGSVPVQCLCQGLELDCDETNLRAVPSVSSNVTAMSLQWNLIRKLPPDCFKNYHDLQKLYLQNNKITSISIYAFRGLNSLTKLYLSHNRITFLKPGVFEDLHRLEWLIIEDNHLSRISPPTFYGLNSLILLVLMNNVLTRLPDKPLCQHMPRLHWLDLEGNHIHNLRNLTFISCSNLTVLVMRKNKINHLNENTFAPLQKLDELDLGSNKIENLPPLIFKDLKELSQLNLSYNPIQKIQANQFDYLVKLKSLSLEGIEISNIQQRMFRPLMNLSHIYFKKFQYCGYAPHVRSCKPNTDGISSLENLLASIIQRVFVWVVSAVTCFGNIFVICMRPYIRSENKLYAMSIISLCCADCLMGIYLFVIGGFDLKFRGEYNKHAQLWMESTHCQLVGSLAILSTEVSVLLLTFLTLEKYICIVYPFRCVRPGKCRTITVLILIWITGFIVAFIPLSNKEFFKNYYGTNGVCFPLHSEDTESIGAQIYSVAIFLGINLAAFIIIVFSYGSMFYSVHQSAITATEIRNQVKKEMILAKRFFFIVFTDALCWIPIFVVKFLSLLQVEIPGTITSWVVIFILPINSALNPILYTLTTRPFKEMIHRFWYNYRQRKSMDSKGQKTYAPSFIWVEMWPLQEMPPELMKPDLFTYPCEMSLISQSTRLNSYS
Pol iota inh = qHTS for Inhibitors of Polymerase Iota; DNA polymerase iota (Homo sapiens), Q9UNA4; Pol iota fluorescent replication assay, 10 min; Potency, µM (series often up to 115 µM), for inactives: at the top dose activity, negative = inhibition, most hits filed as inhibitors; 1% of 390,000 active; further: potency means the concentration at half of the fitted maximal effect
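Pol iota at 10 nM preincubated 15 min with compounds at room temperature; reaction started with fluorescent substrate, 50 nM final. Fluorescence read kinetically at 0 and 10 min; buffer-only wells as negative control.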
The depositor's hits bear a star; i = inactive; ? = inconclusive; / = not tested or not shown; & = joins results of further samples; [ ] = remark or other dose. Unless noted, the call rests on the fitted dose curve; in most records, active means well fitted curve in the direction sought with a large enough effect; inconclusive means small, poorly fitted or top-dose-only effect, or another doubt; inactive means no such curve, though single readings can be large; an effect the other way counts as inactive or inconclusive.

Apoferritin bind,POLB inh,PGK inhibitor,APEX1 inh,BLM inh,Pol kappa inh,POLH inh,RXFP1 antagonist,Pol iota inh,smiles
-7%,-2%,-8%,8%,-4%,-5%,-18%,-5,54%[activator],O=C(NCC1CCCO1)C1CCCN1C(=O)Nc1ccc(Cl)c(Cl)c1 (stereo not given)
-5%,10%,-12%,-1%,-7%,-1%,-18%,15,64%[activator],CC(C)c1ccc(/C=N/NC(=O)c2cccc(S(=O)(=O)N3CCOCC3)c2)cc1
4%,-13%,/,41%,1%,5%,-11%,1,-22%,CCn1c(SCC(=O)Nc2ccc(F)cc2)nc2ccccc2c1=O
-9%,2%,-10%,3%,1%,0%,?,21,-6%,CCCCCN1CC(O)=C(c2nc(-c3ccc(Cl)cc3)cs2)C1=N
-9%,-2%,1%,-7%,-1%,-16%,5%,-16,0%,CCC(C(=O)NCCc1ccc(OC)cc1OC)n1nc(C)n2c(cc3occc32)c1=O (stereo not given)
?,3%,i,/,1%,-9%[60.1 µM],-18%,-17,25%,O=C(CC1N=C2c3ccccc3N=C(SCc3ccccc3F)N2C1=O)NCc1cccs1 (stereo not given)
-9%,7%,i,7%,0%,-6%,-12%,7,-20%,COc1ccccc1C(=O)Nc1nnc(-c2ccccc2)s1
-8%,3%,-3%,1%,-1%,14%,-8%,/,29%,COC(C[C@@H]1O[C@@H]1[C@@H](O)COCc1ccccc1)OC
162%[activator],-1%,i,2%,-3%,-3%,-12%,-1,168%[activator],CC(=O)c1cc2c(ccc3ccccc32)oc1=O
-11%,19%,2%,-7%,-5%,-19%,-6%,0,-7%,CCc1cc(/C(Cc2ccccn2)=N\O)c(O)cc1O
-20%,-13%,/,3%,-8%,/,/,/,/,COC(=O)[C@@H]1CC[C@H](C)[C@@H](c2ccc(C)cc2)N1C(=O)c1ccc(/C=N/O[C@H](C)c2cn([C@@H]3COC[C@H]3O)nn2)cc1
?,3%,6%,-5%,-1%,-12%,-3%,0,-11%,O=c1[nH]c(COc2ccc(Br)cc2Cl)nc2ccccc12
-2%,-5%,0%,-2%,1%,14%,-10%,/,22%,CCCNc1nc2c(c(=O)[nH]c(=O)n2C)n1CCc1ccccc1
-5%,-5%,1%,6%,-3%,5%,8%,-11,1%,Nn1c(SCC(=O)Nc2ccc3c(c2)OCO3)nnc1C1CC1
397%[activator],1%,-7%,-6%,-4%,-10%,20µM*,-8,?,O=C(COC(=O)c1cc(-c2ccc(Cl)s2)nc2ccccc12)NCc1ccco1
-6%,-3%,0%,-16%,-1%,-20%,-14%,1,22%,CC1CCCCC12NC(=O)N(CC(=O)Nc1cccnc1Cl)C2=O (stereo not given)
-6%,1%,-6%,1%,-5%,1%,-14%,-4,26%,COc1ccccc1N1CCN(C(=O)CCN2C(=O)c3cccc4cccc(c34)C2=O)CC1
/,/,10%,/,/,-9%,-14%,-21,74%[activator],COC(=O)CCC(C)C1CCC2C3CCC4CC(O)CCC4(C)C3=CC(=O)C12C (stereo not given)
-1%,11%,i,38%,0%,-8%,-15%,-3,11%,CC(C)CN(C(=O)CN(C)S(=O)(=O)c1ccc(Cl)cc1)C1CCS(=O)(=O)C1 (stereo not given)
/,/,-8%,/,/,-12%,-14%,-3,4%,Cc1cccc(C(=O)Nc2ccc(C(=O)c3ccccc3)cc2)c1

An excerpt of these results, as tab-separated lines:
molecule	Apoferritin bind	POLB inh	PGK inhibitor	APEX1 inh	BLM inh	Pol kappa inh	POLH inh	RXFP1 antagonist	Pol iota inh
COC(C[C@@H]1O[C@@H]1[C@@H](O)COCc1ccccc1)OC	-8%	3%	-3%	1%	-1%	14%	-8%	/	29%
CC(=O)c1cc2c(ccc3ccccc32)oc1=O	162%[activator]	-1%	i	2%	-3%	-3%	-12%	-1	168%[activator]
CCc1cc(/C(Cc2ccccn2)=N\O)c(O)cc1O	-11%	19%	2%	-7%	-5%	-19%	-6%	0	-7%
COC(=O)[C@@H]1CC[C@H](C)[C@@H](c2ccc(C)cc2)N1C(=O)c1ccc(/C=N/O[C@H](C)c2cn([C@@H]3COC[C@H]3O)nn2)cc1	-20%	-13%	/	3%	-8%	/	/	/	/
O=c1[nH]c(COc2ccc(Br)cc2Cl)nc2ccccc12	?	3%	6%	-5%	-1%	-12%	-3%	0	-11%

Further structures:
Apoferritin bind,POLB inh,PGK inhibitor,APEX1 inh,BLM inh,Pol kappa inh,POLH inh,RXFP1 antagonist,Pol iota inh,smiles
-4%,-3%,7%,15%,0%,-21%,-5%,-14,-10%,O=C(c1ccccc1)c1c[nH]c(C(=O)C(Cl)(Cl)Cl)c1
-3%,?,-10%[11.5 µM],-2%,0%,-6%,-10%,-1,0%,COc1ccc(Cl)cc1S(=O)(=O)N1CCCC1
-15%,3%,-2%,-7%,-6%,-6%,-9%,-22,9%,CC(=O)c1c(C)[nH]c(C(=O)OCC(=O)NCCC(C)C)c1C
-18%,-2%,4%,26%,-3%,-19%,-7%,/,?,CCOC(=O)C1CCN(S(=O)(=O)c2ccc3c4c2CC(=O)N4CC(C)S3)CC1 (stereo not given)
-2%,0%,-9%,0%,-2%,-4%,1%,4,-3%,Cc1ccc(N2CC(C(=O)N3CCCc4ccccc43)CC2=O)cc1 (stereo not given)
-18%,15%,5%,14%,-2%,-2%,-8%,-16,6%,Cc1cc(N2C(=O)C(O)=C(C(=O)c3cccs3)C2c2cccc(O)c2)no1 (stereo not given)
-7%,-7%,-1%,5%,-2%,2%,-10%,-15,9%,CSc1ccccc1NC(=O)CN(C)C(=O)CCc1c[nH]c2ccccc12
-6%,?,6%,9%,1%,-4%,1%,-12,8%,CC(=O)CSc1nnc(NC(=O)CCc2ccccc2)s1
9%,-28%,-4%,-5%,-7%,-9%,-9%,-3,9%,O=C(Nc1ccc(S(=O)(=O)NC2=NCCCCC2)cc1)C1COc2ccccc2O1 (stereo not given)
-9%,20%,-1%,4%,-10%,5%,-14%,-3,12%,CCCC1=[N+](CC(=O)c2ccccc2)CCn2cccc21
108%[activator],6%,-1%,?,-3%,3%,-4%,23,15%,Cc1ccc(S(=O)(=O)NN2C(=O)c3ccccc3NC2(C)C)cc1
-16%,?,3%,?,-4%,-17%,?,-7,?,Cc1cc(C)c(S(=O)(=O)Nc2ccc(O)c(Sc3ncn[nH]3)c2)c(C)c1
-7%,-3%,1%,-7%,2%,-4%,-12%,-5,15%,CCOC(=O)NC(=O)CSc1nc(C)cc(C(F)(F)F)c1C#N
-14%,7%,-7%,-3%,-1%,-4%,13%,6,5%,CCn1c(SCC(=O)Nc2nc(C)cs2)nnc1C(C)NC(=O)c1ccccc1 (stereo not given)
/,/,-4%,-3%,/,-8%,-12%,-19,-8%,COc1ccc(N2CC(NS(=O)(=O)c3ccc4ccccc4c3)CC2=O)cc1 (stereo not given)
/,/,-5%,1%,/,-4%,-18%,-7,19%,O=C(NCC(c1ccco1)N1CCOCC1)c1ccc(F)c(F)c1 (stereo not given)
?,3%,-2%,/,-1%,5%,-2%,-20,?,Cc1cccc(-c2nc3c(cnn3-c3ccccc3)c(=O)n2-c2ccc(Br)cc2)c1
7%,2%,-11%,-6%,0%,2%,-3%,-12,10%,Nc1ccc(-c2ccc(C(=O)O)s2)cn1
-20%,4%,6%&-6%,3%,1%,-17%&-2%,0%&-13%,4&-4,18%&9%,C/C(N)=C(/C#N)C(=O)COC(=O)C(NS(=O)(=O)c1ccc(Cl)cc1)C(C)O (stereo not given)
-17%,-26%,/,-8%,4%,/,/,/,/,Cc1ccc(-n2[nH]c(C)c(C=Nc3ccc(S(=O)(=O)Nc4nccs4)cc3)c2=O)c(C)c1
-9%,47%,-1%,16%,-2%,-1%,-20%,-14,-7%,Cc1cccc(C)c1NC(=O)CSc1nc(C)c(CC(=O)c2ccc(Br)cc2)c(C)c1C#N
/,/,-6%,44%,/,5%,-9%,-4,3%,CN1CCN(c2ccc(S(=O)(=O)N3CCCCC3)cc2N)CC1
28%,7%,0%,/,0%,1%,-14%,/,3%,Cc1ccc(NC(=O)c2c(C)oc3ncnc(N4CCCCC4)c23)cc1Cl
-15%,26%,-1%,/,0%,-2%,-9%,/,20%,Cc1nn(CC(=O)N2CCCCC2)c(=O)c2cc3occc3n12
-4%,50%,-3%,3%,-2%,2%,5%,-3,-9%,Cc1cc(F)ccc1S(=O)(=O)N1CCCOC1CNC(=O)C(=O)NC1CCCCC1 (stereo not given)
-8%,27%,-1%,-1%,-1%,-9%,1%,2,5%,O=C(CCSc1nnc(-c2ccncc2)o1)Nc1ccc(F)cc1
-8%,24%,0%,8%,2%,-3%&-4%,-5%,/,12%&24%,O=C(O)CCCCCCCCc1cn(CN2C(=O)c3ccccc3C2=O)nn1
-16%,15%,1%,1%,-5%,-4%,-6%,-2,5%,CCOc1ccc(C(Nc2ccc(C)cc2)P2(=O)OCC(C)(C)CO2)cc1 (stereo not given)
?,9%,-9%,4%,-3%,3%,-17%,12,27%,COc1cccc(-c2csc3nnc(SCC(=O)NCc4cccs4)n23)c1
-4%,36%,-1%,33%[activator],-12%,-10%,-14%,-1,0%,Cc1ccc(NC(=S)NC(CO)C(O)c2ccc([N+](=O)[O-])cc2)cc1 (stereo not given)
-7%,-26%,-1%,-4%,1%,4%,-10%,3,11%,O=C(NCCCCCCNC(=O)OC1CCS(=O)(=O)C1)OC1CCS(=O)(=O)C1 (stereo not given)
-19%,0%,-7%,0%,1%,-11%,-1%,7,3%,N#CC(/C(=N/S(=O)(=O)c1cccs1)c1ccccc1)c1nc2ccccc2[nH]1 (stereo not given)
-3%,?,-5%,-10%,-5%,-15%,-4%,47,-24%,O=C(c1cccs1)N1C(=O)c2cccc3cccc1c23
2%,-1%,0%,4%,-1%,3%,-16%,-4,57%[activator],CC(=O)NCCc1nc2ccccc2n1Cc1cccc(C)c1

These rows are one share of the data; the hit share may differ from the screen's.
